# SIAE primary: human SIAE inhibition, primary screen; SIAE FP-Rh probe binding, fluorescence polarization; inhibition, % at 9.66 µM; 0.69% of 370,000 active; AID 1053197;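 active = inhibition above a cutoff: mean of compounds within the control limits plus 3 SD of those, cut at about 17% in these data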;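 also: 0% = plate median of compound wells and 100% = probe without SIAE protein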
# Target sequence (Q9HAT2 whole entry, looked up): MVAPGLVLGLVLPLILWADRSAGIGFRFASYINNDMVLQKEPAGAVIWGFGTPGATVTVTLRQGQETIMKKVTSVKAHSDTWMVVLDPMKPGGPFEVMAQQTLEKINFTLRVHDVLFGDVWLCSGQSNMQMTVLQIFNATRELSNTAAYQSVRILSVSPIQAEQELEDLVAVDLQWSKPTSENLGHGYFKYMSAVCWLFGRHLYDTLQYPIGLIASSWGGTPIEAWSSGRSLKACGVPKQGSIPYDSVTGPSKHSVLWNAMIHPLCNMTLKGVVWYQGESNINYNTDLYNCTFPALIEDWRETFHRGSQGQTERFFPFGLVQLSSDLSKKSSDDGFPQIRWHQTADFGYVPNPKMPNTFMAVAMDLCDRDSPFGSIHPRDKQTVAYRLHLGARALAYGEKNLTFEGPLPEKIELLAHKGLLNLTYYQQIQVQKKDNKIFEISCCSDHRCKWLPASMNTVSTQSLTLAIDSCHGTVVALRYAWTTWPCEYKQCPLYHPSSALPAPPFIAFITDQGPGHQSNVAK
# UHRF1 MBD2 ctr: blocks human UHRF1 binding to methylated DNA | Q96T88 | 0.75% of 370,000 active | inhibition, % at 4.4 µM | AID 687016 | UHRF1 binding to methylated oligo, TR-FRET; in the data active = inhibition above about 21%;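 also: UHRF1 SRA domain binding a hemimethylated CpG hairpin DNA probe; 0% = median of test compound wells and 100% = reference inhibitor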
# DDE Tn7 FP inh: inhibitors of Tn7 peptide binding to human fibrin DD(E); FP displacement of FITC-Tn7 peptide from fibrin DD(E); 0% = median of compound wells per plate; 0.13% of 370,000 active; P02675; inhibition, % at 8.3 µM;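 active = inhibition above the mean of compounds falling within the control limits plus 3 SD of them, cut at about 14% in these data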;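 also: 0% = plate median of compound wells and 100% = 10 µM Aha-Tn7 peptide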
# Target sequence (P02675 whole entry, looked up): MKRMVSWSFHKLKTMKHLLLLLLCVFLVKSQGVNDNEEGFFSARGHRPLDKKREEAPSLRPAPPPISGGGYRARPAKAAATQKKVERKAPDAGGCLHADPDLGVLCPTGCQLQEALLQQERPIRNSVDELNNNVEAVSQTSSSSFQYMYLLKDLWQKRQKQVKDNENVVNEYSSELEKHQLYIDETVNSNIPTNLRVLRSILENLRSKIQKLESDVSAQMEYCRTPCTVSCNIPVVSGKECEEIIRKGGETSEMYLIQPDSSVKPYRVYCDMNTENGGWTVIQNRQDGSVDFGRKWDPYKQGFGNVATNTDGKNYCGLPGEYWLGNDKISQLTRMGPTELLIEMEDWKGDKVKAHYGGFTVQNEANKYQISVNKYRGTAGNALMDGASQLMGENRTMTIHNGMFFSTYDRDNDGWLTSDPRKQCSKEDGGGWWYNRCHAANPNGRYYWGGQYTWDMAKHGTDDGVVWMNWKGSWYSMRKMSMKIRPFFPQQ
#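 Also added: labelled Tn7 tracer, 0.1 µM; Assay system: human fibrin DD(E) protein; Amount: 2 µM fibrin DD(E); Schedule: 10 min compound pre-incubation, 3 h probe incubation at room temperature; Repeats: one replicate per compound; Read-out basis: percent inhibition; Measured by: fluorescence polarization of the labelled Tn7 tracer.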
# KLK7 zymogen act: activators of human kallikrein-7 zymogen. 0.9% of 370,000 active. purified proKLK7, EDANS-DABCYL substrate fluorescence; 100% is mature enzyme control, 0% vehicle. activation, % at 7 µM;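 active = activation above the mean of all tested compounds plus 3 SD, computed per campaign excluding outliers beyond control limits, cut at about 13% in these data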
# TDP2 absorb: blocks human TDP2 phosphodiesterase activity; recombinant TDP2, T5PNP hydrolysis, p-nitrophenol absorbance 415 nm; inhibition, % at 12.8 µM; 0.34% of 370,000 active; O95551;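 active = inhibition above the mean of all tested compounds plus 3 SD, set per campaign, cut at about 25% in these data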;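 also: 0% = DMSO with enzyme and 100% = buffer with substrate but no TDP2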
#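 Material: recombinant human TDP2; quantity: TDP2 enzyme at 120 nM final; medium: Tris-HCl pH 7.5 with MgCl2; compound: single concentration, 12.8 µM nominal, with 1% DMSO; incubation: 2 h enzyme incubation at 37 °C; signal: epi absorbance; measure: percent inhibition; benchmarks: high control without enzyme, low control DMSO plus TDP2; repeats: singlicate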
# DDE Tn6 FP inh: DD(E)-Tn6 binding inhibition, primary FP screen. P02675. Fibrin DD(E) TRITC-Tn6 fluorescence polarization displacement. inhibition, % at 8.3 µM. 0.21% of 370,000 active;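 active = inhibition above a per-campaign cutoff: mean of compounds within control limits plus 3 SD, cut at about 15% in these data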;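 also: 0% = median of all compound wells on the plate and 100% = blocking peptide control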
# PRMT1 FP inh: PRMT1 (human) inhibition, primary screen; Q99873; recombinant PRMT1, activity-based probe fluorescence polarization; inhibition, % at 2.79 µM; 1.3% of 370,000 active; AID 652257;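 active = inhibition above about 21% made by adding two undisclosed values, limit read from the data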
# TCR-CD3 inh: human TCR-CD3 binding inhibition; TAMRA-labeled TCR probe fluorescence, biochemical; inhibition, % at 9.4 µM; AID 651800; 0.37% of 360,000 active; in the data active = inhibition above about 19%;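 also: recombinant mutant TCR 2C K166C tagged with TAMRA read by polarization; 0% = receptor in buffer alone and 100% = receptor with positive control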
# LEDGF integ inh: blocks HIV-1 LEDGF/p75-dependent DNA integration | TR-FRET IN-LEDGF/p75 DNA integration, Eu/Cy5 | AID 743269 | 0.64% of 370,000 active | inhibition, % at 3.7 µM;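 active = inhibition above the screen-wide mean plus 3 SD, cut at about 13% in these data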;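 also: signal is the Cy5 over europium emission ratio at 671 and 618 nm; 0% = plate median of compound wells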
# MBD2 DNA inh: blocks human MBD2 binding to methylated DNA | 0.31% of 370,000 active | Q9UBB5 | inhibition, % at 4.4 µM | TR-FRET, MBD2 binding to methylated oligonucleotide; in the data active = inhibition above about 13%
# The depositor's hits bear a star; · = not tested or not shown.
# Start of the data: the first 2 compounds as a preview:
# Below each SMILES – UHRF1 MBD2 ctr	LEDGF integ inh	TDP2 absorb	TCR-CD3 inh	KLK7 zymogen act	MBD2 DNA inh	DDE Tn7 FP inh	DDE Tn6 FP inh	PRMT1 FP inh	SIAE primary
Cc1ccc(S(=O)(=O)N(C)c2ccc(C(=O)NCc3ccccn3)cc2)cc1
→ -1	-2	9	-5	0.6	3	-12	3	0	-3
CCOCCCNC(=O)N[C@@H](C)C(=O)OC
→ 0	0	2	-5	0.3	-1	-1	-4	-5	10

# All compounds of this part, previewed entries included:
# Below each SMILES – UHRF1 MBD2 ctr	LEDGF integ inh	TDP2 absorb	TCR-CD3 inh	KLK7 zymogen act	MBD2 DNA inh	DDE Tn7 FP inh	DDE Tn6 FP inh	PRMT1 FP inh	SIAE primary
Cc1ccc(S(=O)(=O)N(C)c2ccc(C(=O)NCc3ccccn3)cc2)cc1
→ -1	-2	9	-5	0.6	3	-12	3	0	-3
CCOCCCNC(=O)N[C@@H](C)C(=O)OC
→ 0	0	2	-5	0.3	-1	-1	-4	-5	10
O=C(Nc1ccccc1)P(=O)(O)c1ccccc1
→ 1	-4	2	-8	-0.3	4	2	-1	3	11
C[C@H]1CN([C@@H](C)CO)C(=O)c2cccc(NC(=O)c3nc4ccccc4s3)c2O[C@H]1CN(C)C(=O)Nc1ccc(F)cc1
→ 0	-2	-7	12	-4.0	-8	-2	8	0	-15
CC(=O)CSc1ncnc2sc3c(c12)CCC(C)C3 (stereo not given)
→ 0	0	2	1	0.9	4	6	7	5	3
Cc1ccc(-n2ncc3c2CCCC3NC(=O)CCCN2CCCC2=O)cc1C (stereo not given)
→ -1	4	15	10	0.1	-4	-4	3	-3	-2
Cc1cc(NC(=O)CSc2nnc(-c3ccoc3C)n2N)no1
→ 1	2	3	1	0.0	1	0	-10	-3	0
COc1ccc(NC(=S)Nc2cccc3cnccc23)cc1
→ -3	0	16	-3	0.8	-7	1	3	5	10
OC(c1ccccc1)c1nccc2ccccc12 (stereo not given)
→ -1	-2	1	4	0.1	-1	0	3	-3	3
CC1=NC2(CCCc3c2no[n+]3[O-])N(O)C1(C)C (stereo not given)
→ 3	1	1	-3	-0.6	3	4	-3	2	3
CCCCN1C(=O)C2(OCCCO2)c2cccc(C)c21
→ 2	4	0	-2	0.5	1	3	-5	0	0
CCCC(C)c1nnc(NC(=O)COc2ccc3c(c2)OCO3)s1 (stereo not given)
→ 1	-3	-10	0	-0.2	-2	5	3	1	1
COc1cc(C(=O)Nc2ccc3c(c2)ncn3C)cc(OC)c1OC
→ 2	2	3	2	0.0	0	-6	-8	1	-2
c1ccc(Sc2ccncc2)cc1
→ -1	2	-4	3	-0.5	1	-1	1	-3	-6
COc1ccc(OC)c(S(=O)(=O)N2CCN(c3ccccc3)CC2)c1
→ -2	1	6	-5	0.0	-2	1	-2	-1	-1
COc1ccc(C(O)(CCN2CCOCC2)c2ccccc2)cc1 (stereo not given)
→ -3	-7	8	-1	0.4	1	0	-3	-1	0
COc1ccccc1CC(=O)NCCCc1ccccc1
→ -4	2	2	0	-0.4	-2	5	7	-3	4
Cc1cccc(NC(=O)Cc2noc3ccccc23)c1C
→ 2	2	-1	-6	0.2	4	-2	1	0	-3
CCOC(=O)C1=C(COC(=O)C(CC)c2ccccc2)NC(=O)NC1C (stereo not given)
→ -1	2	3	-6	-0.8	-1	-4	-10	2	0
Cc1ccc(SC(C)C(=O)N2CCCC2)cc1 (stereo not given)
→ -2	0	0	6	0.5	0	-4	2	1	-8
O=S(=O)(NCCCN1CCOCC1)c1ccc(Cl)s1
→ -2	1	12	6	0.4	1	-1	1	2	5
CCS(=O)(=O)N1CCN(S(=O)(=O)c2ccc(Cl)s2)CC1
→ -2	-2	3	-4	0.1	1	-1	-8	4	12
Cc1nn(Cc2ccccc2)c(Cl)c1C(=O)NCCc1ccccc1
→ -2	-3	-5	5	-0.4	3	-4	4	-6	0
CCOc1ccc(NC(=O)Cn2nnc(C(=O)NCc3ccc(OC)cc3)c2N)cc1
→ 2	0	4	-7	-0.2	-2	3	5	5	0
CCCCN(C=O)c1c(CC)nc2c(OCCn3cccc3)cccn12
→ -1	-2	0	-2	0.3	-3	2	4	-2	10
CC(C)CCN1CCNC(=O)C1CC(=O)Nc1ccc(F)cc1 (stereo not given)
→ 4	-2	-4	-7	-0.2	6	3	-2	5	-11
CCNc1nc(OC)nc(SCC(N)=O)n1
→ -1	0	1	-2	0.3	-5	-1	1	1	3
NS(=O)(=O)c1ccc(NC(=S)NC(=O)/C=C/c2ccco2)cc1
→ 18	33*	-7	2	0.2	-5	1	2	56*	19*
O=[N+]([O-])c1ccc(Sc2n[nH]c(-c3ccncc3)n2)nc1
→ 2	-2	-3	0	0.1	7	0	-3	5	1
Cc1ccc(-c2nc3ncccn3c2NC(=O)c2ccccc2)cc1
→ 0	-3	3	·	5.7	5	1	-1	1	2
COc1ccc(NC(=S)N2CCC(C(=O)c3ccc(C)cc3)CC2)cc1
→ 1	4	-4	-3	0.5	2	0	-2	-3	2
CCN(CC(=O)Nc1c(F)cccc1F)C(=O)C1CCN(C(=O)c2ccc(Cl)cc2)CC1
→ -2	1	11	1	-0.3	-6	-3	-5	3	9
COCCNC(=O)C(C)OC(=O)c1cc2sccc2n1C (stereo not given)
→ -1	1	3	0	0.0	8	-1	0	-1	-2
Cc1nc2sccn2c(=O)c1S(=O)(=O)N1CCN(c2ccccc2F)CC1
→ 7	3	-10	-10	0.0	4	1	-4	6	-7
CC1=CC(C)(C)N(C(=O)CSc2ncn[nH]2)c2ccccc21
→ -1	-4	3	-3	0.5	0	5	1	1	-4
CC1CCCCC1NC(=O)CSc1nnc(-c2ccco2)n1N (stereo not given)
→ -4	-1	-2	3	-0.4	-6	-6	0	0	4
COc1cc2c(cc1NC(=O)C(C)N1CCN(S(=O)(=O)c3ccc(C)c(C)c3)CC1)oc1ccccc12 (stereo not given)
→ 0	0	3	3	0.0	1	2	2	1	-4
CC(C)NC(=O)Nc1ccc2c(c1)C(=O)N([C@H](C)CO)C[C@H](C)[C@@H](CN(C)Cc1ccc(C(F)(F)F)cc1)OCCCC[C@H](C)O2
→ 2	-1	0	-3	0.1	3	1	-8	4	1
COc1ccc(NC(=O)c2ccccn2)cc1S(=O)(=O)N1CCOCC1
→ -6	-1	-9	3	-1.1	-1	2	5	-1	9
Cc1ccc(-c2cc(C(=O)N/N=C/C=C/c3ccccc3)n[nH]2)s1
→ 0	0	-11	-7	-1.9	2	-6	-6	1	-40
O=C(O)C1(P(=O)(c2ccc(Cl)cc2)c2ccc(Cl)cc2)CC1
→ 1	-3	0	3	-0.6	0	-4	-1	-1	-4
CC1=C(C(=O)N2CCOCC2)CC(CC(=O)NCCN2CCOCC2)C(=O)N1CCC1=CCCCC1 (stereo not given)
→ -2	0	1	-11	-0.3	-1	-5	-1	3	2
Cc1cc(N=Nc2ccc3ccccc3c2)ccc1O
→ 0	-1	4	2	-0.7	-2	4	0	1	7
CCCCCC1CC(=O)N(Cc2ccc(Cl)cc2)C(=O)N1 (stereo not given)
→ -1	-3	-4	2	0.1	-1	9	1	-3	4
CCCc1nc2cc(C)c(Br)c(C)n2c1Cc1ccsc1
→ -4	-2	1	5	0.8	-2	7	-1	-1	1
O=C1CC(NS(=O)(=O)c2ccc([N+](=O)[O-])cc2)CN1c1ccc2c(c1)OCCO2 (stereo not given)
→ 0	3	10	-1	-0.3	-1	-6	6	3	4
O=C(Nc1ccc(F)cc1)C(c1ccnc2ccccc12)N1CCN(C(=O)c2ccco2)CC1 (stereo not given)
→ 0	-2	5	-4	0.2	-6	4	-1	3	10
O=C(NCCCN1CCOCC1)C(=O)NCc1ccccc1Cl
→ -5	-3	-13	4	0.6	-4	6	3	-2	7
O=C(CCCCCn1c(=O)[nH]c2ccsc2c1=O)N1CCCCC1
→ 2	4	2	4	-0.6	5	3	-3	1	3
O=C1Nc2ccccc2C12OCCCCO2
→ -3	-2	-11	3	-0.2	-1	-2	3	0	1

# (listing goes on)
# Below each SMILES – UHRF1 MBD2 ctr	LEDGF integ inh	TDP2 absorb	TCR-CD3 inh	KLK7 zymogen act	MBD2 DNA inh	DDE Tn7 FP inh	DDE Tn6 FP inh	PRMT1 FP inh	SIAE primary
O=[N+]([O-])c1[nH]cnc1/C=C/c1ccccc1
→ 3	2	0	5	-0.2	-1	-6	-1	0	-6
CC1(C)CC(=O)C2=C(C1)N(c1ccc(F)cc1)C(N)=C(C#N)C2c1cccs1 (stereo not given)
→ -3	0	6	-5	0.3	-4	1	13	0	31*
CCOc1ccccc1N(CC(=O)NCc1ccccc1)C(=O)CCC(=O)Nc1cc(C)ccn1
→ 1	2	10	1	-0.4	3	-3	-5	1	2
COc1ccc2c(c1)C1CC(C)(NC(=O)C1C(=O)c1ccccc1)O2 (stereo not given)
→ 0	0	14	-2	-0.6	2	-6	-2	-1	4
Cn1cnnc1SCC(=O)NN(c1ccccc1)c1ccccc1
→ 2	-1	6	-1	0.2	1	1	-1	1	2
CSCCC(C)N1CCC(Oc2ccc(C(=O)N3CCCC3)cc2)CC1 (stereo not given)
→ 3	0	1	-11	-0.4	2	-7	1	1	4
O=C(Cn1cnc2c(nnn2Cc2ccc(F)cc2)c1=O)N1CCN(c2ccccc2)CC1
→ 0	-2	-17	7	0.1	-6	-6	-3	-2	0
NCc1oc(-c2ccccc2)cc1C(=O)O
→ -3	0	4	2	0.1	-2	-2	-6	4	2
Cc1nc2ccccc2c(=O)n1Cc1ccco1
→ 2	3	10	-8	-0.4	7	-2	0	5	-2
COC(=O)Cc1ccc(NC(=S)NCc2cccc(OC)c2)cc1
→ 0	-1	2	8	-0.1	-2	-4	7	-2	1
COc1ccccc1Nc1nc(N)nc(CN(C)C2CCCCC2)n1
→ -1	3	1	11	-0.1	-2	-2	-7	1	-1
CC(=O)OCC(=O)C1(O)CCC2C3CC(C)C4=CC(=O)C=CC4(C)C3(F)C(O)CC21C (stereo not given)
→ 0	2	-4	2	-0.4	0	-5	-9	-3	-5
COC(=O)c1ccc(NC(=S)NCCC2=CCCCC2)cc1
→ 4	-6	-2	-5	0.4	1	0	1	1	5
O=C(NCCCN1CCOCC1)c1sc2cc(Cl)ccc2c1Cl
→ -2	0	0	2	-0.1	-5	5	1	-3	21*
CCN(Cc1ccccc1)S(=O)(=O)c1c(C(=O)N2CCCC2)c(C)n(C)c1C
→ 3	0	9	9	0.3	2	-6	-1	-1	2
CS(=O)(=O)N(CC(=O)Nc1ccccc1)Cc1ccc(Cl)cc1
→ -3	-1	5	4	0.7	-1	-2	-1	2	-3
COc1cccc(NC(=S)N2CCN(Cc3ccccc3)CC2)c1
→ -6	8	-2	7	-0.9	17*	0	6	-2	2
CC1CCC(NC(=O)CCNC(=O)c2ccccc2)CC1 (stereo not given)
→ -2	5	5	11	-0.8	4	4	2	-5	4
CC1CCCC(C)N1C(=O)COC(=O)CCC(=O)c1cccs1 (stereo not given)
→ -3	-1	-6	9	-0.5	5	-2	6	-2	5

# Screens as filed in PubChem.

# An unsorted share of the library; overall some 4.6% were active at least once.
